# Screening results as filed in PubChem.
# SARS 3CLpro inh = SARS-CoV 3CLpro protease inhibition | P0C6X7 | recombinant SARS-CoV 3CLpro, quenched FRET peptide cleavage | inhibition, % at 6 µM | hit rate 0.14% among 290,000 | AID 1706; in the data active = inhibition above about 12%
# BH1578 lux ind = inducers of Vibrio cholerae quorum light production without autoinducers; activation, % at 18.7 µM; V. cholerae BH1578 lux reporter, luminescence, 6 h; hit rate 0.16% among 350,000; in the data active = activation mostly above about 9.7%, no sharp cut-off; inconclusive = no clear call, values can overlap the other calls; inactive = mostly below about 3.7%; also: not every result past the cut was called active; inactives centre near 0; reference of the scale not given here
# Anthrax LF inh2 = inhibitors of Bacillus anthracis lethal factor protease | P15917 | multiplex microsphere protease cleavage assay, LF | inhibition, % at 10 µM | hit rate 0.12% among 360,000 | AID 588501; also: plate controls were buffer without enzyme for full effect and enzyme alone for no effect
# BoNT A protease = blocks Botulinum neurotoxin A light chain protease. multiplex microsphere protease substrate cleavage, flow cytometry. inhibition, % at 10 µM. hit rate 0.17% among 360,000. AID 588499; also: plate controls were buffer without enzyme for full effect and enzyme alone for no effect
# PfHsp40 yeast = rescue of PfHsp40-mediated yeast toxicity. AID 504582. hit rate 0.68% among 340,000. S. cerevisiae expressing PfHsp40, growth rescue, ATP luminescence. growth rescue, % at 12.5 µM; in the data active = growth rescue above about 28%, passing the limit was not always enough; inconclusive = no clear call, values can overlap the other calls;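 also: yeast W303a lacking pdr1 and pdr3 grown in galactose medium; growth measured after three days at 30 °C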
# SSB-PriA inh = blocks PriA binding to SSB C-terminal tail; AlphaScreen SSBct-PriA binding, biotinylated peptide; inhibition, % at 33 µM; hit rate 0.6% among 430,000; in the data active = inhibition mostly above about 37%, no sharp cut-off; inactive = mostly below about 20%;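 also: plate controls were negative control peptide for no effect and reference peptide for full effect; strong numbers were not always called active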
# Y pestis TopoI = Y. pestis Topo-I inhibition via cleavage products; AID 504884; Y. pestis Topo-I cleavage product accumulation, plate reader; hit rate 0.064% among 360,000; activity, % at 10 µM; in the data active = activity above about 50%, passing the limit was not always enough; inconclusive = no clear call, values can overlap the other calls; also: inactives centre near 2
# TcdB GH inh = TcdB glycohydrolase inhibition | TcdB glycohydrolase enzymatic assay, plate reader | inhibition, % at 9.99 µM | hit rate 0.24% among 350,000 | AID 652162 | P18177; in the data active = inhibition above about 10%
# PrPC surface inh = inhibitors of human cell surface prion protein PrPC. hit rate 0.43% among 370,000. inhibition, % at 13.8 µM. AID 720596. P04156. TR-FRET read-out; in the data active = inhibition above about 24%; also: 0% = median of the test wells and 100% = reference compound wells
# Starred values were filed as active, the others as inactive; i = inactive; ? = inconclusive; . = not tested or not shown. Rule as the data show it, unless noted: active = inhibition above about 30%; inconclusive = no clear call, values can overlap the other calls; inactive = below that. A portion of the library; rates above refer to the full screens.
canonical_smiles	SARS 3CLpro inh	BH1578 lux ind	Anthrax LF inh2	BoNT A protease	PfHsp40 yeast	SSB-PriA inh	Y pestis TopoI	TcdB GH inh	PrPC surface inh
Cc1ccc(S(=O)(=O)Nc2nc(C)c(NC(=O)Nc3ccc(Cl)cc3Cl)s2)cc1	-4	7.7	-3	-1.4	3.2	-9	0	.	9
Cc1cc2c(cc1C)C(c1cc(Br)ccc1F)CC(=O)N2 (stereo not given)	7	-0.2	-2	-0.3	-2.5	5	5	1.0	9
O=C(Nc1ccccc1)Nc1ccccc1NS(=O)(=O)c1cccs1	2	i	1	0.3	0.2	-4	-10	-0.7	-3
O=C(O)C1(O)C[C@H](O)C(O)[C@@H](O)C1 (stereo not given in full)	.	-0.2	-1	-0.8	0.1	-1	-1	1.6	-1
CC1(C)Cc2c(C#N)c(SCc3ccccc3)nc(N3CCOCC3)c2CO1	0	-0.2	5	0.0	-0.7	-8	13	.	3
CC1=C(C)C(=O)N(CCC(=O)O)C1=O	-1	i	-16	1.8	-0.6	-10	3	.	2
CCN(C(=O)COC(=O)c1cccnc1SC)C1CCS(=O)(=O)C1 (stereo not given)	-1	.	-4	-0.7	0.4	-3	-2	0.0	6
COc1cccc(C(O)c2nc(-c3cccc(C(C)C)c3)cs2)c1 (stereo not given)	.	0.5	-8	-1.0	.	.	27	-1.1	5
O=C1CCC(C(=O)OCC(=O)Nc2ccc(Cl)cc2C(F)(F)F)=NN1	.	i	3	5.3	-3.3	-6	2	2.1	-3
COc1cc2cc(CCCOC(=O)c3ccc(Br)cc3)oc(=O)c2cc1OC	.	-0.3	8	-1.2	0.2	-11	3	-0.5	3
CC1C/C(=C/c2cccn2C)C(=O)/C(=C/c2cccn2C)C1 (stereo not given)	-2	-0.3	7	5.7	1.6	10	13	.	-4
COc1ccccc1/C=C/C(=O)NCC(=O)N/N=C/c1cc(Br)ccc1OC	3	-0.4	3	0.4	0.3	.	19	.	6
COc1cccc(C2c3[nH]c4ccccc4c3C[C@H]3C(=O)N(C)CC(=O)N23)c1 (stereo not given in full)	0	1.8	-4	-0.7	0.8	-2	2	0.4	7
COc1cccc(N2CC(NC(=O)C(=O)c3c[nH]c4ccccc34)CC2=O)c1 (stereo not given)	.	-0.2	.	.	0.3	-1	2	2.9	-2
Cc1ccc(NC(=O)c2nc(C)n(-c3ccc([N+](=O)[O-])cc3)n2)cc1	5	-0.3	-6	-0.7	-0.6	-6	-4	.	.
CC(C)=CC1C(C(=O)Nc2ccc(Br)cn2)C1(C)C (stereo not given)	2	i	-3	-0.1	-0.5	-13	11	.	1
CC(=O)c1cccc(-c2csc(N3CCC(C(N)=O)CC3)n2)c1	.	-0.5	4	-0.3	0.4	3	-6	-0.2	-8
CN1CCN(CCOc2ccc(Cc3ccccc3)cc2)CC1	-2	i	2	-1.2	-1.3	-6	-5	0.6	-8
Cc1ccccc1NC(=O)N(O)C1(C#N)CCCCC1	.	i	0	0.3	0.6	-10	-5	0.4	1
C#CCCCCCCCCC(=O)NCCCC	4	-0.1	-2	0.3	-0.9	-20	-4	1.3	3
CCC(C)NC(=O)C(=O)NC1CCCC1 (stereo not given)	-1	-2.3	-3	-0.7	-0.6	0	-1	0.5	7
O=C(c1ccc2nc(-c3ccco3)c(-c3ccco3)nc2c1)N1CCN(c2ncccn2)CC1	1	-0.2	-19	4.3	0.5	-4	21	.	-21
Cc1nc2c(OCc3ccc(Cl)cc3Cl)cccn2c1N(C)Cc1cccs1	.	i	-7	-0.6	.	.	4	0.2	3
Cc1c(NS(=O)(=O)c2cc(C(=O)NCC3CCCO3)cc(Cl)c2Cl)c(=O)n(-c2ccccc2)n1C (stereo not given)	.	i	-3	-0.3	1.5	0	-9	-3.1	0
Cc1ccc(C(=O)Nc2ccc(C(=O)N/N=C/c3c[nH]c4ccccc34)cc2)cc1	2	i	-1	0.1	0.4	.	-22	.	20

# One compound at a time, as listed above. Values in the order: SARS 3CLpro inh, BH1578 lux ind, Anthrax LF inh2, BoNT A protease, PfHsp40 yeast, SSB-PriA inh, Y pestis TopoI, TcdB GH inh, PrPC surface inh
# O=C(Nc1ccccc1)Nc1ccccc1NS(=O)(=O)c1cccs1 is entered as 2, i, 1, 0.3, 0.2, -4, -10, -0.7, -3
# COc1cccc(C(O)c2nc(-c3cccc(C(C)C)c3)cs2)c1 (stereo not given) is entered as ., 0.5, -8, -1.0, ., ., 27, -1.1, 5

# Next results.
canonical_smiles	SARS 3CLpro inh	BH1578 lux ind	Anthrax LF inh2	BoNT A protease	PfHsp40 yeast	SSB-PriA inh	Y pestis TopoI	TcdB GH inh	PrPC surface inh
CCCCN1C(=O)CN(CCc2ccccc2)C(=O)C1c1ccc(OC)cc1 (stereo not given)	-1	-0.3	-1	-1.4	-1.5	-7	1	.	7
COc1ccc(NC(=O)c2ccc(S(=O)(=O)N3CC(C)CC(C)C3)cc2)cc1S(N)(=O)=O (stereo not given)	.	0.7	-1	-0.7	-0.8	-9	-1	-0.6	-3
CCOc1ccc2[nH]c3c(NCCO)ncnc3c2c1	0	-0.8	-8	-1.3	0.3	-4	-2	2.7	-9
Cc1ccc(-c2cc(-c3ccc(Cl)cc3)c(C#N)c(N)n2)o1	-3	-0.3	9	13	1.9	-9	1	.	-8
Cc1ccccc1Cn1c2ccccc2c2cnn(CC(=O)NCc3ccccn3)c(=O)c21	-2	-0.4	-1	-0.9	-0.6	5	14	1.2	-2
Cc1ccc(NC(=O)Cn2nc(C(=O)O)c3ccccc3c2=O)cc1S(=O)(=O)N1CCCCC1	.	i	-4	-0.7	-0.2	10	6	-1.3	7
Cn1c(=O)c2cc(S(=O)(=O)Nc3ccc4c(c3)OCO4)ccc2n(C)c1=O	4	i	0	-0.1	-1.4	7	-1	.	1
CCOC(=O)c1nn(-c2cccc(C)c2)c2nc(-c3ccccc3)c(C#N)c(=O)n12	8	-6.6	-1	-0.5	-0.4	0	6	.	3
Cc1ccc(NC(=S)N2CCN(c3ncccn3)CC2)cc1C	7	-0.2	-1	0.6	0.8	-2	7	0.1	7
COc1ccc(NC(=O)CSc2nc(-c3ccco3)nc3cc(=O)[nH]n23)cc1Cl	0	i	-2	0.7	0.1	-8	2	2.3	-1
CC(NC(=O)c1cccc(S(=O)(=O)N2CCN(Cc3ccccc3)CC2)c1)c1ccc(Br)cc1 (stereo not given)	3	0.2	-3	-3.0	1.6	-5	42	1.6	6
Cn1c(=O)c2c(nc(N3CCOCC3)n2CC(=O)C23CC4CC(CC(C4)C2)C3)n(C)c1=O	6	i	-9	0.9	1.6	2	29	.	1
Cc1[nH]c(=O)[nH]c(=O)c1S(=O)(=O)N1c2ccc(F)cc2CCC1C (stereo not given)	0	-0.4	-4	-0.3	-1.7	-21	0	.	0
CNC(=O)C(=O)Nc1ccc(C)cc1C	2	.	0	0.2	-1.5	-4	-2	-1.3	-4
NC(=O)Cn1cc(C(=O)c2cccs2)c2ccccc21	-1	1.8	-3	0.4	1.8	-3	4	.	-4
N#CC1=C(N)Oc2cc(N)ccc2C1c1ccccc1Cl (stereo not given)	3	i	-4	-10	0.0	-26	5	3.2	-3
Cc1cccc(NC(=O)NC(=S)NC(=O)c2ccccc2)c1	4	-3.7	-2	-0.9	5.5	-4	-3	.	3
CC1=CC2OC3CC4OC(=O)C=CC=CC(C(C)O)OCC(O)C(C)CC(=O)OCC2(CC1O)C4(C)C31CO1 (stereo not given)	.	i	3	-0.2	.	-17	5	1.2	88*
c1ccc(-c2ccc3ncccc3n2)cc1	.	.	7	-0.1	.	.	.	-0.3	-4
O=S(=O)(NCCN1CCN(S(=O)(=O)c2ccccc2F)CC1)c1ccccc1F	.	i	-1	0.6	0.0	4	2	1.7	-4
CCc1cc2c(=O)n(CC(=O)NCCc3ccc(OC)c(OC)c3)cnc2s1	2	-0.5	-1	-0.9	-0.9	-1	-6	-0.2	4
O=C(COc1ccc2c(c1)OCO2)Nc1ccc2c(c1)oc1ccccc12	5	i	-1	0.1	-0.4	-1	0	.	1
O=C(NCCCn1ncc2ccccc21)c1cc(COc2c(F)cccc2F)on1	3	-0.2	0	1.6	3.8	-9	27	1.0	-2
Cc1nc2sc(C(c3ccc(F)cc3)N3CCN(C(=O)c4ccco4)CC3)c(O)n2n1 (stereo not given)	-3	0.6	0	0.3	-0.5	1	13	.	11
COc1ccccc1NC(=O)CN1C(=O)C(C)Oc2ccccc21 (stereo not given)	-4	i	2	0.3	0.0	0	-1	.	-2

# Some of these compounds in order of number of heavy atoms, smallest number first:
canonical_smiles	SARS 3CLpro inh	BH1578 lux ind	Anthrax LF inh2	BoNT A protease	PfHsp40 yeast	SSB-PriA inh	Y pestis TopoI	TcdB GH inh	PrPC surface inh
C#CCCCCCCCCC(=O)NCCCC	4	-0.1	-2	0.3	-0.9	-20	-4	1.3	3
CC(C)=CC1C(C(=O)Nc2ccc(Br)cn2)C1(C)C (stereo not given)	2	i	-3	-0.1	-0.5	-13	11	.	1
Cc1ccccc1NC(=O)N(O)C1(C#N)CCCCC1	.	i	0	0.3	0.6	-10	-5	0.4	1
Cc1ccc(NC(=S)N2CCN(c3ncccn3)CC2)cc1C	7	-0.2	-1	0.6	0.8	-2	7	0.1	7
Cn1c(=O)c2cc(S(=O)(=O)Nc3ccc4c(c3)OCO4)ccc2n(C)c1=O	4	i	0	-0.1	-1.4	7	-1	.	1
COc1ccccc1/C=C/C(=O)NCC(=O)N/N=C/c1cc(Br)ccc1OC	3	-0.4	3	0.4	0.3	.	19	.	6
COc1ccc(NC(=O)CSc2nc(-c3ccco3)nc3cc(=O)[nH]n23)cc1Cl	0	i	-2	0.7	0.1	-8	2	2.3	-1
O=C(NCCCn1ncc2ccccc21)c1cc(COc2c(F)cccc2F)on1	3	-0.2	0	1.6	3.8	-9	27	1.0	-2
Cn1c(=O)c2c(nc(N3CCOCC3)n2CC(=O)C23CC4CC(CC(C4)C2)C3)n(C)c1=O	6	i	-9	0.9	1.6	2	29	.	1
Cc1ccc(NC(=O)Cn2nc(C(=O)O)c3ccccc3c2=O)cc1S(=O)(=O)N1CCCCC1	.	i	-4	-0.7	-0.2	10	6	-1.3	7

# The list continues.
canonical_smiles	SARS 3CLpro inh	BH1578 lux ind	Anthrax LF inh2	BoNT A protease	PfHsp40 yeast	SSB-PriA inh	Y pestis TopoI	TcdB GH inh	PrPC surface inh
CCCCC(=O)Nc1ccc(C(=O)Nc2cccnc2)cc1	-1	i	2	-2.1	0.7	-10	5	.	6
Cc1occc1C(=O)NNC(=O)Nc1ccc(F)cc1F	3	-0.1	1	-0.4	-0.4	-22	-2	.	-4
Cc1ccsc1C(=O)N1CCC1(C)C(=O)Nc1cccc(C#N)c1 (stereo not given)	.	-3.7	2	0.1	.	.	2	0.5	4
COc1ccc(C(=O)Nc2cc(Cl)ccc2C(=O)O)cc1	5	0.4	0	-1.1	-1.4	4	-4	29*	7
COC(=O)c1ccc(NC(=O)C2CCN(C(=O)c3cc(OC)c(OC)c(OC)c3)CC2)cc1	-2	0.4	1	-0.9	0.7	-9	-7	1.0	-3
CCCCOc1cc(NCc2ccccc2)c2ncn(C(C)C)c2c1	.	0.8	-8	-1.0	1.2	17	10	-0.6	-8
CCOC(=O)c1nnc2cc(-c3ccc(Br)cc3)nn2c1C	2	i	-3	-1.0	-1.0	-18	-4	.	-2
CCN1CCN(S(=O)(=O)c2ccc(Cl)c(C(=O)N(C)C3CCCCC3)c2)CC1	.	-5.6	-5	0.0	.	.	-7	-2.9	1
CC(C)C(=O)Nc1ccc(C(=O)NNC(=O)CCCOc2ccc(Cl)cc2Cl)cc1	3	0.3	-3	?	-1.5	-14	8	.	3
CC1C(=O)N2CCCc3cc(S(=O)(=O)N(C)Cc4ccccc4)cc1c32 (stereo not given)	-5	-0.3	4	0.4	5.9	-2	18	0.1	-9
CCOc1cccc(C(=O)NC(=S)NCc2cccnc2)c1	-2	3.6	0	-0.1	-2.3	9	4	.	2
CC(O)Cc1nsc(NC(=O)c2cccs2)n1 (stereo not given)	-3	-0.3	-12	-1.7	0.1	-12	10	1.2	-1
COc1cc(/C=N/NC(=O)C(=O)NCc2ccco2)cc(Br)c1O	0	-0.6	-4	-0.1	-0.4	.	7	0.8	1
